# MsrA inhibitor – inhibitors of bovine MsrA | purified bovine MsrA, absorbance read-out | inhibition, % at 15.5 µM | 360,000 tested, 0.75% active; in the data active = inhibition above about 4.5%;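 note: 0% = vehicle wells with enzyme and 100% = reference inhibitor wells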
# FAS TE block – inhibitors of human fatty acid synthase thioesterase domain | 360,000 tested, 0.67% active | recombinant FAS-TE, OMFH fluorogenic substrate, fluorescence endpoint | AID 602261 | inhibition, % at 15 µM;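 active = compounds whose normalised, plate-corrected inhibition of enzyme fluorescence in the single-dose primary screen is 50% or more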;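 note: 0% = DMSO with enzyme and 100% = substrate without enzyme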
# MT1-MMP act inh – MT1-MMP (human) activation inhibition; P50281; HT1080 RFP-PRO-GFP cells, GFP/RFP ratio fluorescence, overnight; percent of plate control window, DMSO zero; GFP/RFP ratio change, % at 20 µM; 360,000 tested, 0.061% active; AID 651647;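 active = GFP/RFP ratio change of at least 30% with cell ATP level not reduced by more than half and red fluorescence within 50% of control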; note: strong numbers were not always called active
#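 Test system: HT1080 cells expressing an RFP-PRO-GFP fluorescent reporter construct / Compound dosing: single-point 20 µM compound, 1% DMSO / Schedule: cells overnight before dosing, compound overnight, 37 °C, 5% CO2 / Evaluation: GFP/RFP fluorescence ratio / Control set: DMSO and RFP-L50D-GFP cell wells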
# eLon inh – E. coli protease La inhibition. P0A9M0. purified E. coli Lon protease, fluorescence polarization. inhibition, % at 7.94 µM. 360,000 tested, 0.42% active. AID 602123; in the data active = inhibition above about 13%, passing the limit was not always enough;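 note: 0% = enzyme with probe and DMSO and 100% = no enzyme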
# PABP1 MLLE inh – blocks PAM2 peptide binding to the PABP1 MLLE domain | P11940 | GST-MLLE / FITC-PAM2 fluorescence polarization | inhibition, % at 20 µM | 360,000 tested, 0.36% active; in the data active = inhibition above about 35%, passing the limit was not always enough;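 note: plate controls were DMSO wells with GST-MLLE for no effect and wells lacking GST-MLLE protein for full effect; some results filed as inactive read as strong as hits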
# TbMetRS inhib – Trypanosoma brucei MetRS inhibition | purified T. brucei MetRS, ATP depletion, Kinase-Glo luminescence | 360,000 tested, 0.4% active | AID 624268 | inhibition, % at 11.9 µM;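 active = inhibition above a per-plate cutoff of the control wells' mean inhibition plus 3 SD, cut at about 5.5% in these data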;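 note: 0% = DMSO wells median and 100% = median of wells with control inhibitor compound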
#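 Dosing: 11.9 µM compound single dose, 0.9% DMSO; Assay system: purified T. brucei MetRS enzyme; Measured by: Kinase-Glo luciferase luminescence reporting remaining unconsumed ATP; Schedule: 15 min plus 2 h at 25 °C.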
# SKN-1 inh – blocks SKN-1 activity in C. elegans. inhibition, % at 21.8 µM. C. elegans VP596 Pgst-4::GFP/RFP ratio, acrylamide-induced, 24 h. 360,000 tested, 0.49% active;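 active = interference check ratio from 0.5 to 1.5 plus GFP to RFP signal ratio inhibition reaching or exceeding a fixed threshold, cut at about 30% in these data, passing the limit was not always enough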; note: some compounds called inactive have numbers as strong as hits
# NRP1-CendR mod – alters CendR peptide binding to human NRP-1. FAM-RPARPAR peptide binding to NRP-1, fluorescence polarization. inhibition, % at 25 µM. 360,000 tested, 0.85% active;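 active = inhibition or corrected inhibition above about 18%, plus a signal ratio from 0.5 to 1.5, limit read from the data, passing the limit was not always enough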; note: strong numbers were not always called active
# Target sequence (O14786 whole entry, looked up): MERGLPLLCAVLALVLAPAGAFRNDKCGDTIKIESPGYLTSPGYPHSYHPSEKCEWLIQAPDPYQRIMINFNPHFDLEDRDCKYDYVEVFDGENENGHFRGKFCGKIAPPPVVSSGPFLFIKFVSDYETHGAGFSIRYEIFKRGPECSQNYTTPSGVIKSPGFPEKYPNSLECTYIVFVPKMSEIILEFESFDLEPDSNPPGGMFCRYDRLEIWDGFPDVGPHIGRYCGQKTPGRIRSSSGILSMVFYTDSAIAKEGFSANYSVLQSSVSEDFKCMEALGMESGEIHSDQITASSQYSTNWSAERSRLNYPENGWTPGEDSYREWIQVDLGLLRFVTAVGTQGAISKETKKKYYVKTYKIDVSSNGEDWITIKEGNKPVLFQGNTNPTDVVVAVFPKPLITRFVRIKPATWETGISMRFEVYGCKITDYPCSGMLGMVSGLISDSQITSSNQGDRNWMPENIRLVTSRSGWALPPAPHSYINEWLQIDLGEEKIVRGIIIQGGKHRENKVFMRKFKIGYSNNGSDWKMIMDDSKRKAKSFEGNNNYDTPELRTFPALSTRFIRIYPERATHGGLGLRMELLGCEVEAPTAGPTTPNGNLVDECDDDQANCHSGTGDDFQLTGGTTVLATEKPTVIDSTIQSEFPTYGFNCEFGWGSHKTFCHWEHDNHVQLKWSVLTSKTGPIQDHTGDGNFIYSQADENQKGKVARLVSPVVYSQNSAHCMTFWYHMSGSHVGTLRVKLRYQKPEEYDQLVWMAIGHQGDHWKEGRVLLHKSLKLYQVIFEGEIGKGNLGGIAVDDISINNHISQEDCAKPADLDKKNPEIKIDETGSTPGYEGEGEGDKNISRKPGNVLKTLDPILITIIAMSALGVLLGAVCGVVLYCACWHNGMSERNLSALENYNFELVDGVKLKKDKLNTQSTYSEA
# MsrA act – bovine methionine sulfoxide reductase A activation; 360,000 tested, 0.3% active; purified bovine MsrA, absorbance read-out; activation, % at 10.6 µM; AID 602163; in the data active = activation above about 7.5%;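 note: 0% = vehicle and 100% = reference activator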
# Active calls of the source: *; · = not tested or not shown.
[1] N/C(=N\NS(=O)(=O)c1ccccc1Cl)c1ccccn1
[2] COc1ccc(N(CC(=O)Nc2cc(OC)ccc2OC)S(C)(=O)=O)cc1
[3] COc1ccc(NC(=O)CSCC(=O)N(C)CC(=O)Nc2ccc(Cl)c(C(F)(F)F)c2)cc1
[4] O=C(Nc1nc(=O)[nH]s1)c1ccccc1
[5] O=C1OC2(c3ccccc3)C3CCCC2C13
[6] CC(C)c1ccc(S(=O)(=O)N2CCN(C(=O)CN3C(=O)NC4(CCCC4)C3=O)CC2)cc1
[7] O=C1C2C3C=CC(CC3)C2C(=O)N1c1ccccc1F (stereo unspecified)
[8] C/C(=N\NC(=O)c1ccc(NS(=O)(=O)c2cccs2)cc1)c1ccccc1

screen / no.,1,2,3,4,5,6,7,8
MsrA inhibitor,0.3,0.3,0.8,1.1,-1.3,0.4,0.2,1.0
FAS TE block,-6,-7,18,-5,0,6,-4,-10
MT1-MMP act inh,1,5,-2,-1,2,-1,1,3
eLon inh,-3,0,-5,-5,-3,-10,-2,-1
PABP1 MLLE inh,5,-2,10,9,6,-36,-13,-10
TbMetRS inhib,3.1,-0.4,0.2,-0.2,-0.4,-0.5,0.0,0.5
SKN-1 inh,-5,-39,-4,4,-12,11,16,12
NRP1-CendR mod,-7,2,16,0,-6,-2,-6,10
MsrA act,0,1,-4,-2,4,-2,0,-5

[9] CC(=O)c1c(N2CCN(C(=O)C3CCCO3)CC2)nc(=S)n(-c2ccccc2)c1C (stereo unspecified)
[10] Cc1ccc(OCC(=O)N2CCOCC2)c([N+](=O)[O-])n1
[11] CC(C)Sc1nc2c(c(=O)[nH]c(=O)n2C)n1Cc1ccccc1
[12] Cc1ccc(NC2=CC(=O)CC(c3ccco3)C2)c(N)c1 (stereo unspecified)
[13] CCOC(=O)C1CCN(c2c(NC3CCCc4ccccc43)c(=O)c2=O)CC1 (stereo unspecified)
[14] COc1ccc(NC(=O)c2ccccc2OCc2ccc(F)cc2)c(OC)c1
[15] N#CC1(c2cccc(Br)c2)C(=O)Nc2ccccc21 (stereo unspecified)
[16] Cc1c(C(=O)OCC(=O)Nc2ccc3c(c2)OCO3)cccc1[N+](=O)[O-]

screen / no.,9,10,11,12,13,14,15,16
MsrA inhibitor,0.8,1.1,0.4,2.1,-0.9,2.8,-0.2,0.2
FAS TE block,-6,-2,1,-3,-6,32,1,32
MT1-MMP act inh,-1,-1,4,0,2,-8,-1,5
eLon inh,-6,3,-9,1,-7,-6,5,-5
PABP1 MLLE inh,30,3,-16,-4,15,1,-1,-6
TbMetRS inhib,0.3,0.3,-0.3,-0.2,-0.4,1.5,-0.5,0.1
SKN-1 inh,14,-1,7,8,1,8,-5,2
NRP1-CendR mod,-6,2,-6,0,-14,0,3,-6
MsrA act,-1,0,-1,-2,1,-4,-5,-5

[17] N#CCCC12CCCCC1=Nc1ccccc12 (stereo unspecified)
[18] CCOC(=O)c1c(NC(=S)NNS(=O)(=O)c2ccc(Br)cc2)sc2c1CCCCC2
[19] CNc1nc(SC)nc2ccccc12
[20] CCN1CCN(CC(=O)N2CCCC(C(=O)c3ccc(Oc4ccccc4)cc3)C2)CC1 (stereo unspecified)
[21] O=C(O)Cn1cc(C(=O)C2CC2)c2ccccc21
[22] COC(=O)Nc1ccc2c(c1)N(C(=O)CCN1CCOCC1)c1ccccc1S2
[23] CCOC(=O)/C=C/C(=O)NNC(=O)c1ccccc1Cl
[24] O=C(CCCC(=O)c1ccccc1)Nc1ccc(O)cc1

screen / no.,17,18,19,20,21,22,23,24
MsrA inhibitor,-0.8,-1.1,4.1,-0.5,0.7,-1.3,1.7,0.1
FAS TE block,-7,16,-3,-6,-8,-1,-2,-5
MT1-MMP act inh,0,-1,-3,-2,1,-5,0,-8
eLon inh,-4,4,1,-1,4,-7,-7,3
PABP1 MLLE inh,9,32,7,-11,-12,-7,25,2
TbMetRS inhib,-0.9,-0.8,1.1,-0.1,0.2,-2.2,-0.6,-1.1
SKN-1 inh,-1,0,12,6,-1,2,14,2
NRP1-CendR mod,8,-1,4,8,2,1,3,13
MsrA act,-1,-9,-3,0,-4,-11,-7,-9

[25] O=C(COc1ccc2oc3c(c2c1)CCCC3)Nc1ccccn1
[26] O=c1[nH]c(=S)n(C2CCCCC2)c(O)c1C=NCCN1CCOCC1
[27] CCOC(=O)C(=O)Nc1ccc(S(=O)(=O)N2CCOCC2)cc1OC
[28] O=C(CSc1nc2cc(C(F)(F)F)ccc2n1Cc1ccccc1)NC1CCS(=O)(=O)C1 (stereo unspecified)
[29] Cn1c(N)c(C(=O)COC(=O)COc2cccc(Br)c2)c(=O)n(C)c1=O
[30] Cc1c(C(=O)Nc2nccs2)oc2ccccc12
[31] N/C(=N\OC(=O)c1ccncc1)c1cccc([N+](=O)[O-])c1
[32] CCc1cccc(NC(=O)CCc2nc(-c3cccs3)no2)c1

screen / no.,25,26,27,28,29,30,31,32
MsrA inhibitor,1.7,2.1,-0.2,-0.9,-0.3,1.9,0.0,-0.6
FAS TE block,1,-7,-4,22,-7,1,0,13
MT1-MMP act inh,-5,-2,2,0,1,-3,4,0
eLon inh,-10,-1,-2,13,-10,-5,2,9
PABP1 MLLE inh,-2,8,-2,-137,-14,-10,6,-9
TbMetRS inhib,-0.8,-0.3,-0.2,0.6,-0.4,-0.4,0.2,-0.1
SKN-1 inh,-9,-2,-1,6,7,23,10,18
NRP1-CendR mod,7,-13,-12,-15,5,-8,13,-14
MsrA act,-5,-6,-4,-4,-2,-3,-1,0

[33] COC(=O)[C@]12CCCCC=C1N(Cc1ccccc1)C(=O)[C@H](CC(=O)NCc1cccs1)C2
[34] O=C(NC(=O)C(F)(F)F)Nc1ccc(S(=O)(=O)Nc2nccs2)cc1
[35] COc1ccccc1/C=C/CN1CCCC(CCC(=O)NCc2ccccc2F)C1 (stereo unspecified)
[36] CC(C)(C)NC(=O)CSc1nnc(-c2ccccc2)c(-c2ccccc2)n1
[37] COc1ccccc1CCNC(=O)CCNS(=O)(=O)c1ccc(NC(C)=O)cc1
[38] COc1ccccc1/C=C(/NC(=O)c1ccc(Cl)cc1Cl)C(=O)O
[39] O=C(c1ccc2ccccc2c1)N1CCN(S(=O)(=O)/C=C/c2ccccc2)CC1
[40] COc1ccccc1CCC(=O)Oc1ccccc1C#N

screen / no.,33,34,35,36,37,38,39,40
MsrA inhibitor,0.5,-1.3,-0.7,·,0.3,1.3,1.5,0.3
FAS TE block,2,-6,2,4,-3,-4,20,7
MT1-MMP act inh,3,2,-2,-4,-1,3,1,-3
eLon inh,-5,6,-7,10,-2,1,-11,4
PABP1 MLLE inh,·,-12,-6,-2,13,-7,2,-21
TbMetRS inhib,-1.3,-1.4,0.1,0.4,-0.2,0.4,0.9,0.4
SKN-1 inh,3,-5,14,-1,-4,9,-6,2
NRP1-CendR mod,-1,-8,8,5,8,10,10,-1
MsrA act,-7,-12,-3,-3,0,-2,-1,-1

[41] O=C(CN1CCN(S(=O)(=O)c2ccccc2F)CC1)Nc1ccccc1C(=O)c1ccccc1
[42] C/C(=N\NC(=O)CN1CCN(S(=O)(=O)c2ccc(C)cc2)CC1)c1ccncc1
[43] O=C(O)CCC(NC(=O)c1ccc(Cl)cc1)C(=O)O (stereo unspecified)
[44] Nc1cc(=O)[nH]c(SCCNS(=O)(=O)c2ccccc2)n1
[45] CCNC(=S)/N=C(/Nc1ccccc1)Nc1nc(C)cc(C)n1
[46] O=C(c1ccc(Cl)s1)N1CCN(c2nc3ccccc3s2)CC1
[47] COc1ccc(CCNS(=O)(=O)c2cccc(F)c2)cc1OC
[48] CCCn1nc(C(=O)Nc2nnc(CC)s2)c2ccccc2c1=O

screen / no.,41,42,43,44,45,46,47,48
MsrA inhibitor,2.3,0.4,0.4,-0.2,-0.2,-1.0,1.0,2.3
FAS TE block,34,-2,-7,-10,23,25,-5,-3
MT1-MMP act inh,-16,0,4,3,-4,-2,1,2
eLon inh,10,-4,-1,-7,-30,-11,-9,-4
PABP1 MLLE inh,-5,6,-15,13,27,-10,-6,-11
TbMetRS inhib,0.1,0.6,1.1,-1.0,-1.2,-0.8,-1.0,-0.3
SKN-1 inh,1,3,-5,10,8,12,10,-5
NRP1-CendR mod,-4,2,6,18,-31,-14,-4,-10
MsrA act,0,-3,-4,0,0,-3,-9,-4

[49] Oc1cccc(Nc2ccccc2)c1
[50] Cc1ccc(-c2noc(C3CCCN(C(=O)c4ccc(C(C)(C)C)cc4)C3)n2)o1 (stereo unspecified)
[51] O=C(Cn1cnc2sc3c(c2c1=O)CCCC3)NCC(=O)Nc1ccccc1F
[52] Cc1ccc(C)c(NS(=O)(=O)c2cc(C(=O)Nc3ccccc3-c3ccccc3)ccc2C)c1
[53] CCOC(=O)CC(=O)COc1nc2cc3c(nc2o1)CCCC3
[54] Cc1cc(C)n2nc(SCc3ccccc3F)nc2n1
[55] COC(=O)C1=C(COc2ccc(F)cc2)NC(=O)NC1c1ccc(C)cc1C (stereo unspecified)
[56] COc1ccc(C(=O)Nc2ccnn2C2CCN(Cc3ccncc3)CC2)cc1

screen / no.,49,50,51,52,53,54,55,56
MsrA inhibitor,-0.8,-0.1,2.2,-0.1,0.4,0.6,-0.8,-0.6
FAS TE block,0,14,6,30,-1,0,-4,-3
MT1-MMP act inh,2,-4,8,-18,-6,6,-1,0
eLon inh,-6,-5,-2,-2,0,-3,2,1
PABP1 MLLE inh,9,-5,-11,-4,19,21,-5,-1
TbMetRS inhib,0.2,-0.3,-0.2,-0.1,-0.7,-0.7,-0.4,-0.1
SKN-1 inh,-10,22,-14,-5,2,-5,15,10
NRP1-CendR mod,11,2,9,-5,10,0,9,7
MsrA act,-3,-2,1,-2,-4,0,-2,-1

[57] COc1ccc(OC)c(NC(=O)C2CCCN2C(=O)NC2CCCCC2)c1 (stereo unspecified)
[58] C=C(C)CSc1ncc(-c2cccc(C(F)(F)F)c2)cn1
[59] CN1CCN(S(=O)(=O)c2cccc(C(=O)N(C)CC(=O)Nc3ccc(Cl)c(Cl)c3)c2)CC1
[60] COc1ccc(CCNC(=O)CSc2nc(-c3ccco3)cc(C(F)(F)F)n2)cc1

screen / no.,57,58,59,60
MsrA inhibitor,-0.5,0.1,0.1,1.2
FAS TE block,-1,58*,1,10
MT1-MMP act inh,2,2,13,-4
eLon inh,7,3,-7,4
PABP1 MLLE inh,0,3,-24,-3
TbMetRS inhib,0.2,-0.2,-0.5,-0.5
SKN-1 inh,9,17,-2,7
NRP1-CendR mod,8,10,-2,-6
MsrA act,-2,0,-8,-6

# Five compounds out of the list, arranged by molar mass, high to low:
[55] COC(=O)C1=C(COc2ccc(F)cc2)NC(=O)NC1c1ccc(C)cc1C (stereo unspecified)
[57] COc1ccc(OC)c(NC(=O)C2CCCN2C(=O)NC2CCCCC2)c1 (stereo unspecified)
[53] CCOC(=O)CC(=O)COc1nc2cc3c(nc2o1)CCCC3
[58] C=C(C)CSc1ncc(-c2cccc(C(F)(F)F)c2)cn1
[54] Cc1cc(C)n2nc(SCc3ccccc3F)nc2n1

screen / no.,55,57,53,58,54
MsrA inhibitor,-0.8,-0.5,0.4,0.1,0.6
FAS TE block,-4,-1,-1,58*,0
MT1-MMP act inh,-1,2,-6,2,6
eLon inh,2,7,0,3,-3
PABP1 MLLE inh,-5,0,19,3,21
TbMetRS inhib,-0.4,0.2,-0.7,-0.2,-0.7
SKN-1 inh,15,9,2,17,-5
NRP1-CendR mod,9,8,10,10,0
MsrA act,-2,-2,-4,0,0

# Compound activity deposited in PubChem BioAssay by several laboratories.
